# PAX8 inh HTS: inhibitors of PAX8-driven TPO luciferase reporter, primary screen, RMG-I cells, single concentration. inhibition, % at 12.6 µM. AID 652154, 2013. 360,000 tested, 1.2% active. SteadyGlo, 24 h;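 active means mean replicate inhibition at least 60% with every replicate also reaching 60%; inconclusive means only one of the two criteria is met; inactive means mean below 60% and not all replicates reaching 60%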;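 further: luciferase light reporting Pax8 driven TPO promoter activity; plate controls were median of neutral control wells for no effect and mitoxantrone controls for full effect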
# INS-1E GSIS act: GLuc luminescence reporter in INS-1E cells, primary screen for activators of glucose-dependent secretion of insulin; activation, % at 16.6 µM; 370,000 tested, 0.61% active; INS-1E GLuc reporter insulin secretion, 2-3 h;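 active means lowest replicate activation of at least 40%, so every replicate reaches that level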;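 further: 0% = median of neutral control wells and 100% = median of IBMX positive control wells; some compounds called inactive have numbers as strong as hits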
# PGC1a acetyl inh: inhibitors of PGC1a acetylation signal, primary screen, cell-based, U2OS, AlphaScreen, inhibitor mode; AID 651687, 2012; AlphaScreen anti-acetyl-lysine; with virally co-expressed GCN5 acetyltransferase; inhibition, % at 15.6 µM; 350,000 tested, 0.17% active;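 active means every replicate shows inhibition of at least 40%; inconclusive means mean inhibition at least 40% but some replicate below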;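 further: 0% = neutral control wells and 100% = positive control wells; some results beyond the cut were filed as inactive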
# PglD inh: C. jejuni PglD acetyltransferase inhibitors, primary screen, biochemical, DTNB colorimetric, single point. inhibition, % at 12.5 µM. 360,000 tested, 0.098% active. purified PglD enzyme, DTNB colorimetric CoA detection. AID 602405, 2012; in the data active means inhibition above about 16%, passing the limit was not always enough; inconclusive means no clear call, values can overlap the other calls; further: strong numbers were not always called active
# ARNT-TACC3 inh: disruptors of ARNT/TACC3 protein interaction, primary screen, biochemical, AlphaScreen, single concentration; inhibition, % at 9.99 µM; 390,000 tested, 0.66% active; AlphaScreen His-ARNT PAS-B/GST-TACC3 binding, luminescence; TACC3 fragment carries E629A point mutation; Transforming acidic coiled-coil-containing protein 3 (Homo sapiens), Q9Y6A5;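 active means mean inhibition of replicates at least 50% and at least half of replicates each reaching 50%; inconclusive means half or more replicates reach 50% but mean below 50%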;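 further: 0% = complete ARNT plus TACC3 wells and 100% = ARNT alone without TACC3; many hits fall short of the cut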
# Cneo AK release: Cryptococcus neoformans cell lysis inducers, primary screen, AK release luminescence, single concentration; 360,000 tested, 0.2% active; C. neoformans lysis, adenylate kinase release luminescence, 4 h; normalised: neutral wells 0, clomiphene wells 100; lysis activity, % at 15 µM;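 active means mean lysis activity across replicates of at least 80%, whatever share of replicates individually reach that level; inactive means mean lysis activity below 80%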
#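 Signal: Adenylate kinase release luminescence | Assay system: Log-phase Cryptococcus neoformans yeast cells | Input: Cells at 5 × 10^6 per mL | Buffer or medium: Fresh YPD growth medium | Compound: Single dose | Schedule: Static 4 h at 37 °C with compound, 1 h detection | Controls: Clomiphene | Read-out: Luminescence rise reflecting yeast cell lysis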
# C2C12 statin: suppressors of statin myotoxicity in C2C12 myotubes, primary screen, cell-based, single point, plate reader. C2C12 myotubes + simvastatin, ATP luminescence, 48 h; scaled: DMSO 0, geranylgeraniol control 100. rescue of ATP level, % at 7.49 µM. 330,000 tested, 0.78% active. AID 602340, 2012;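 active means mean ATP rescue above about 67%, or every replicate alone reaching that limit, limit read from the data, passing the limit was not always enough; inconclusive means no clear call, values can overlap the other calls; inactive means mean under the limit and some replicate under it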;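 further: myotubes were challenged with 10 µM simvastatin during compound exposure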
# LGR2 antag: inhibitors of bursicon-induced LGR2 CRE-luciferase signal, primary screen, cell-based, HEK293, CRE-luciferase reporter, bursicon stimulation | 380,000 tested, 0.35% active | inhibition, % at 9.99 µM | Drosophila bursicon receptor LGR2 (rickets) | AID 720647, 2013 | bursicon-stimulated, 4 h;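 active means drop in luminescence signal, shown as inhibition above about 50% in the replicate tests, limit read from the data, passing the limit was not always enough; inconclusive means probably only some replicates passing the limit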;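 further: agonist challenge used bursicon conditioned medium at about half maximal strength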
# An asterisk follows results filed as active; ? = inconclusive; nt = no result given.
SMILES,PAX8 inh HTS,INS-1E GSIS act,PGC1a acetyl inh,PglD inh,ARNT-TACC3 inh,Cneo AK release,C2C12 statin,LGR2 antag
CCNC(=O)NC(=O)C(C)OC(=O)c1cccn1C (configuration not stated),5,-2,nt,-1,-11,1,-1,4
Cc1ccccc1Nc1nc(N)nc(COC(=O)c2cccc(S(=O)(=O)N(C)C)c2)n1,-5,1,-5,-6,-2,2,nt,-6
CCOC(=O)c1sc(N(Cc2ccccc2)C(=O)COC(=O)c2cnccn2)nc1C,-21,-2,1,nt,-9,nt,nt,-32
COc1ccc(C2/C=C\CN(C(=O)NC34CC5CC(CC(C5)C3)C4)CC(=O)N2Cc2ccc(F)cc2)cc1 (configuration not stated),-11,-4,nt,-4,-4,-1,6,8
CC[C@@H](C)[C@H](C(CC(=O)N1CCCC1[C@@H](OC)[C@H](C)C(=O)N[C@H](Cc1ccccc1)c1nccs1)OC)N(C)C(=O)[C@H](NC(=O)[C@@H](C(C)C)N(C)C)C(C)C (some centres not stated),82*,-9,-7,nt,-7,nt,nt,5
CCCCN(C)CCCNC(=O)c1cn(C)c2ccc(S(=O)(=O)N(C)C3CCCCC3)cc2c1=O,2,-17,nt,-9,2,5,-14,-39
Cc1cccc(C)c1OCc1cc(C(=O)N2CCN(Cc3nccn3C)CC2)no1,-37,40,-6,-3,2,11,-3,-10
C[C@@H]1CN([C@@H](C)CO)S(=O)(=O)c2ccc(-c3ccccc3)cc2O[C@@H]1CN(C)C(=O)CN(C)C,-14,-11,5,4,1,-8,-26,-15
C[C@H](CO)N1C[C@H](C)[C@@H](CN(C)S(C)(=O)=O)Oc2ncc(C#CC3CCCCC3)cc2C1=O,-1,-4,-12,1,3,6,7,-2
COCCNC(=O)CN1C(=O)COc2ccc(S(=O)(=O)N3CCCCCC3)cc21,-14,2,nt,nt,-6,nt,nt,19
Nc1nnc(Cc2ccc(F)cc2)s1,7,-12,nt,nt,19,nt,nt,0
Cc1ccc(NC(=O)Cc2ccc(F)cc2)cc1,nt,nt,-2,2,-33,0,13,nt
Cc1noc(C)c1NC(=O)Nc1ccc2c(c1)C(=O)N([C@@H](C)CO)C[C@@H](C)[C@H](CN(C)S(=O)(=O)c1ccc(F)cc1)O2,-12,8,-8,0,0,36,-23,4
Cc1ccc(C(=O)CSc2nc(C(C)C)nc3ccccc23)cc1,21,0,11,2,-8,1,2,0
C[C@H](NC(=O)C[C@H]1C[C@H]2c3cc(NC(=O)NC4CCCC4)ccc3O[C@H]2[C@@H](CO)O1)c1ccccc1,-28,19,-3,2,10,6,3,-20
Cc1ccc(C)c(OCCN2CCOCC2)c1,9,-17,6,-14,-1,1,-2,7
Cc1ccccc1NC(=O)COc1nsnc1N1CCOCC1,nt,nt,-1,4,0,-3,3,nt
Cc1ccc(-c2ccc3c(c2)O[C@H](CN(C)Cc2ccncc2)[C@@H](C)CN([C@H](C)CO)S3(=O)=O)cc1,nt,-6,-18,-6,-22,1,-117,-6
C[C@H](CO)N1C[C@H](C)[C@H](CN(C)C(=O)CC2CC2)Oc2ncc(C#CC3(O)CCCC3)cc2C1=O,nt,16,-11,0,-4,-2,21,15
O=S1(=O)c2ccc(Br)cc2N2CC[C@H](C2)N1Cc1ccc(Cl)cc1,27,0,nt,5,nt,-6,-39,-13
Cc1ccccc1OCc1nnc(SCC(=O)Nc2ccc3c(c2)oc2ccccc23)n1C,nt,131*,-2,0,-2,1,-25,nt
O=C(COc1ccc2c3c(c(=O)oc2c1)CCCC3)NCc1ccncc1,-9,1,5,3,-7,6,-16,0
CCc1nc2ccc(C(=O)N3CCN(C(=O)c4ccco4)CC3)cn2c1N(C=O)Cc1ccc(OC)cc1,7,3,3,-4,nt,1,-1,15
O=c1c2ccccc2nc(N/N=C/c2ccccc2)n1O,nt,nt,16,-5,10,0,2,nt
COc1ccccc1N1CCN(CCCNC(=O)Nc2ccccc2C)CC1,nt,nt,-14,4,8,-1,nt,nt

# Nothing new here: two of the compounds above.
SMILES,PAX8 inh HTS,INS-1E GSIS act,PGC1a acetyl inh,PglD inh,ARNT-TACC3 inh,Cneo AK release,C2C12 statin,LGR2 antag
O=c1c2ccccc2nc(N/N=C/c2ccccc2)n1O,nt,nt,16,-5,10,0,2,nt
COc1ccccc1N1CCN(CCCNC(=O)Nc2ccccc2C)CC1,nt,nt,-14,4,8,-1,nt,nt

# New compounds follow
SMILES,PAX8 inh HTS,INS-1E GSIS act,PGC1a acetyl inh,PglD inh,ARNT-TACC3 inh,Cneo AK release,C2C12 statin,LGR2 antag
Cc1ccc(N=C2NC(=O)C(CC(=O)O)S2)cc1 (configuration not stated),nt,13,-1,-2,6,-2,-25,4
COCCN(Cc1ccccc1)C(=O)Cc1ccc(S(=O)(=O)N2CCOCC2)s1,7,nt,9,1,4,-2,-1,0
N#Cc1cccc(NC(=O)c2cc(C3CCCCN3C(=O)c3ccccc3)on2)c1 (configuration not stated),7,nt,-9,-4,nt,-2,0,-32
C=C(c1ccc(OC)cc1)c1ccc(OC)cc1,8,14,-3,-2,-2,4,nt,-44
COc1ccc(NC(=O)Nc2cccc(Cl)c2Cl)c(OC)n1,2,nt,-2,4,-8,0,-11,nt
Cc1cc(NC(=O)c2ccc(Br)o2)ccc1NC(=O)c1ccco1,-56,12,-1,-4,2,1,-110,-50
O=C(c1ccccn1)N1N=C2/C(=C/c3ccccc3)CCCC2C1c1ccccc1 (configuration not stated),8,19,nt,1,-3,-2,nt,4
COc1ccc(OC)c(-c2csc(NC(=O)COC(=O)c3ccc(NC(=O)CC#N)cc3)n2)c1,nt,nt,-7,3,6,-1,-12,nt
COC(=O)c1ccccc1Oc1ccc(NC(=O)CCCl)cc1,7,-1,-4,-3,-3,-1,1,-7
C/C(=N\Nc1ccc([N+](=O)[O-])cc1)c1ccc(-n2nncc2C)cc1,-8,1,-10,-9,-11,2,nt,24
C[C@H]1CN([C@@H](C)CO)S(=O)(=O)c2ccc(C#CC3CC3)cc2O[C@@H]1CN(C)C(=O)c1cnccn1,nt,8,-4,2,7,4,-9,8
COc1ccc(S(=O)(=O)N(C)C[C@@H]2OCCCC[C@@H](C)Oc3ccc(NS(=O)(=O)c4ccc(F)cc4)cc3C(=O)N([C@@H](C)CO)C[C@H]2C)cc1,-5,-16,-10,0,-8,-6,11,8
CCn1c(COc2cccc(C)c2)nc2ccccc21,nt,nt,-8,6,15,15,nt,nt
COc1ccc2[nH]cc(CCNC(=O)c3ccco3)c2c1,nt,0,13,-3,nt,1,9,0
CCOC(=O)c1c(C)cc(C)[nH]c1=O,22,12,2,nt,15,nt,nt,-10
CCOCCCN(Cc1cc2cc(C)cc(C)c2[nH]c1=O)C(=O)N(CC)CC,13,nt,-11,-2,-6,-2,-9,nt
Cc1csc(CNc2ncnc3ccc(-c4ccoc4)cc23)c1,-9,29,nt,4,0,1,16,?
COCC#Cc1ccc([C@H]2[C@H](CO)N3C(=O)CN(C(=O)C4CC4)C[C@@H]23)cc1,28,18,-5,nt,nt,nt,nt,13
CCOC(=O)Cc1nnc(NC(=O)COc2ccc(OC)cc2)s1,2,nt,-17,-3,-4,-1,130*,nt
Cc1[nH]c2ccccc2c1C(c1ccccn1)N1CCC(C(N)=O)CC1 (configuration not stated),nt,-31,-7,nt,1,nt,nt,-6
Cn1ccc2c(-c3ccccc3F)cc3c(c21)C1CCC3C1 (configuration not stated),3,4,7,-5,nt,0,-12,-7
C[C@H]1CN([C@@H](C)CO)C(=O)c2cccc(NC(=O)Nc3cccc4ccccc34)c2O[C@H]1CN(C)CC1CCCCC1,nt,-3,-6,-2,2,-1,-43,12
N#C[C@H]1[C@@H](c2ccc(C#CC3CCCC3)cc2)[C@@H](CO)N1S(=O)(=O)c1ccccc1,?,-3,-9,-2,-3,9,-302,-22
COc1ccccc1NC(=O)N1[C@H](CO)[C@@H](c2ccccc2)[C@@H]1C#N,7,-2,-5,2,8,-4,-5,-14
O=C(Cn1c(=O)cnc2ccccc21)Nc1cc(Cl)ccc1N1CCOCC1,5,2,0,2,6,-2,-5,5

# Additional entries:
SMILES,PAX8 inh HTS,INS-1E GSIS act,PGC1a acetyl inh,PglD inh,ARNT-TACC3 inh,Cneo AK release,C2C12 statin,LGR2 antag
CC(C)CCNC(=O)CN(Cc1ccccc1)C(=O)CCC(=O)Nc1ccccn1,12,17,nt,-1,nt,9,5,-18
CN(C)c1ccc(C(=O)/C=C/c2ccccc2)cc1,-151,2,14,-1,nt,-5,2,7
COc1ccccc1N1CCN(CC(=O)c2c(C)n(C)c3ccccc23)CC1,-2,nt,-12,1,22,3,nt,nt
CCc1ccc([C@H]2C(C(=O)O)=C[C@@H](CC)N2S(=O)(=O)c2ccc(C)cc2)cc1,9,10,nt,2,-4,0,0,5
CCOC(=O)C1=C(CN2CCC(C)CC2)NC(=O)NC1c1ccc(Cl)cc1 (configuration not stated),nt,-10,8,3,1,3,4,-7
CCN(CC)CCn1c2c(c(SCC(=O)Nc3ccc(F)c(F)c3)nc1=O)CCC2,12,8,-2,-2,30,-1,1,11
Cc1ccc(S(=O)(=O)N(C)c2ccc(OCC(=O)NC3=NCCS3)cc2)cc1,3,-10,-18,nt,-16,nt,nt,-3
COc1cc(NC(=O)c2ccc3snnc3c2)cc(OC)c1,-41,-1,0,-3,-3,-2,-22,-43
O=S(=O)(c1cccc(C(F)(F)F)c1)N1CCC(CO)(CCCc2ccccc2)CC1,1,-14,-18,-2,-42,2,-15,-14
CCC(=O)NCCN1CCN(C(=O)CC)CC1,nt,nt,-9,3,3,1,-12,nt
COc1ccc(NC(=O)CCC(=O)N2CCC(c3ccccc3)=N2)cc1S(=O)(=O)N1CCCCC1,0,-4,-5,0,-4,-1,-3,4
CCCOC(=O)c1ccc(Oc2cn[nH]c2-c2ccc(O)cc2O)cc1,7,-46,-6,nt,1,nt,1,7
C[C@@H]1CN([C@@H](C)CO)C(=O)c2cc(NC(=O)CCN3CCOCC3)ccc2O[C@@H]1CN(C)C(=O)NC1CCCCC1,-4,13,-6,3,-10,-3,3,15
O=C(Nc1cccc(F)c1)N1CCCCN2[C@H](CO)[C@@H](c3ccc(C#Cc4ccccc4)cc3)[C@@H]2C1,8,9,3,-2,-7,0,nt,10
CCOc1ccc2cc(C(=O)c3ccccc3)c(=O)oc2c1,31,0,nt,4,-5,-2,nt,-39
O=C(CNC(=O)c1ccco1)NNC(=O)c1ccc(Br)cc1,-4,1,nt,3,-8,3,3,-6
O=C(Cn1nnc(-c2ccccc2)n1)NC(=O)NC1CCCC1,7,nt,2,0,-4,4,6,5
O=C(NC(=S)NNC(=O)c1cccs1)c1ccc(Br)o1,nt,1,8,nt,7,nt,nt,1
Cn1c(=O)oc2cc(S(=O)(=O)NCC3CCCO3)ccc21 (configuration not stated),nt,nt,8,-11,4,-7,nt,nt
Cc1ccc(CC(=O)Nc2cccc(C)n2)cc1,nt,2,-14,2,-7,-1,1,-54
CCS(=O)(=O)N1CCCCN2[C@@H](CO)[C@H](c3ccc(-c4cccc(C#N)c4)cc3)[C@@H]2C1,-3,11,-7,5,7,0,nt,7

# From PubChem
